EBNA-1 inh = EBNA-1 DNA-binding inhibitors, primary screen, biochemical, fluorescence polarization. inhibition, % at 14.8 µM. 0.34% of 300,000 active; in the data active means inhibition above about 28%
PP1 counter = PP1-alpha phosphatase inhibitors, primary screen, counter-screen for PP5 inhibitor project, biochemical, fluorescence, OMFP substrate, single point. purified PP1alpha. AID 2235, 2010. 0.9% of 320,000 active. inhibition, % at 6.7 µM;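 active means inhibition above the mean inhibition of all tested compounds plus 3 SD, computed separately for each screening campaign, cut at about 15% in these data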
ZTA DNA inh = blocks Epstein-Barr virus ZTA, an EBNA-1 counter-screen | ZTA-DNA binding, fluorescence polarization | inhibition, % at 11 µM | 0.15% of 320,000 active | P03206; in the data active means inhibition above about 33%
Target sequence (P03206 whole entry, looked up): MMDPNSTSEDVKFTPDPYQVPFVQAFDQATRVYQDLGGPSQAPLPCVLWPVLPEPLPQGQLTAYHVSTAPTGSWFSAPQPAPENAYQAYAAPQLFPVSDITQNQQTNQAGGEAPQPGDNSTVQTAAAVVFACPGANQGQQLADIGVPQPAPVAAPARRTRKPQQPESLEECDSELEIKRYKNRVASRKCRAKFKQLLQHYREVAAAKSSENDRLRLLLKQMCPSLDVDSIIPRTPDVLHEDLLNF
PP5 primary = PP5 phosphatase inhibitors, primary screen, biochemical, fluorescence; Serine/threonine-protein phosphatase 5 (Homo sapiens), P53041; purified PP5c, OMFP substrate fluorescence; inhibition, % at 6.7 µM; 0.18% of 320,000 active; AID 1987, 2009;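 active means inhibition above the campaign's mean inhibition across all tested compounds plus 3 SD, cut at about 9.5% in these data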;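 further: 0% = DMSO only and 100% = 100 µM cantharidin control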
Target sequence (P53041 whole entry, looked up): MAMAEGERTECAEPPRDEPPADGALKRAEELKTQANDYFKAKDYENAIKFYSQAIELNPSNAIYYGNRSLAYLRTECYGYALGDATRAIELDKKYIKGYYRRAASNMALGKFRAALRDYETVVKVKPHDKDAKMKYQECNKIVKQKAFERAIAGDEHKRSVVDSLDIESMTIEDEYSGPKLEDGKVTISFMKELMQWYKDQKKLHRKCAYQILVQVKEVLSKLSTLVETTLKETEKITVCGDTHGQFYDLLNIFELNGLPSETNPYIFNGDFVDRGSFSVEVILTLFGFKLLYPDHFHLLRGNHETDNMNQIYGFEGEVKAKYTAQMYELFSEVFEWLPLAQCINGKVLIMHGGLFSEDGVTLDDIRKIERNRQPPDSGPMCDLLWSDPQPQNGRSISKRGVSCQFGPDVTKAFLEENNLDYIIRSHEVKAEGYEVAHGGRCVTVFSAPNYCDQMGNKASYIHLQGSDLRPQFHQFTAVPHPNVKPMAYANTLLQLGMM
PREPL inh = PREPL enzyme inhibitors, primary screen, biochemical, fluorescence polarization; Prolyl endopeptidase-like (Homo sapiens), Q4J6C6; recombinant PREPL, fluorescence polarization activity-based probe; inhibition, % at 5.96 µM; 0.68% of 320,000 active; AID 2751, 2010; in the data active means inhibition above about 43%;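 further: 0% = enzyme with DMSO and 100% = wells lacking enzyme; many of its hits are not listed in these tables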
core dimer inh = inhibitors of HCV core protein dimerization, primary screen, biochemical, TR-FRET, high-throughput; TR-FRET GST/Flag-core106 dimerization, 1536-well; inhibition, % at 5 µM; 0.33% of 300,000 active;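 active means inhibition above the mean of all tested compounds plus 3 SD, set per screening campaign, cut at about 45% in these data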
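Assay system: GST-tagged and Flag-tagged HCV core protein residues 1-106 / Times: compound-protein-antibody incubation 4 h at 22.5 °C / Signal: time-resolved FRET, ex 340 nm, em 617 and 671 nm / Evaluation: % inhibition based on acceptor/donor emission ratio / Benchmarks: wells lacking GST-core106 and wells with excess unlabelled core106 / Repeats: singlicate, one well per compound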
Efflux pump inh = inhibitors of Candida efflux pumps in yeast, primary screen, S. cerevisiae, Nile Red, multiplex. S. cerevisiae Candida pump triplex. inhibition, % at 10 µM. 0.44% of 330,000 active;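 active means plate passing quality check with inhibition over a set limit, or well fluorescence over plate mean plus 4 SD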;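 further: Nile Red retained in pooled yeast measured as flow cytometry median fluorescence; 0% = buffer negative control and 100% = Enniatin B positive control; higher means more Nile Red kept so more efflux inhibition; some compounds called inactive have numbers as strong as hits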
CTSL1 counter = Fasciola hepatica cathepsin L1 inhibitors, primary screen, counter-screen for PFM18AAP inhibitor project, biochemical, QFRET, fluorogenic peptide substrate. inhibition, % at 5.96 µM. AID 1906, 2009. 0.49% of 300,000 active. recombinant F. hepatica cathepsin L1, Z-Leu-Arg-MCA fluorescence;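 active means inhibition above the mean of all tested compounds plus 3 SD, set per screening campaign, cut at about 17% in these data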;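 further: 0% = plate median of test compound wells and 100% = 1 µM Z-Phe-Ala-diazomethylketone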
TPT1 inh = Candida albicans TPT1 enzyme inhibitors, primary screen, biochemical, fluorescence polarization. tRNA 2'-phosphotransferase TPT1 (Candida albicans SC5314). recombinant caTPT1, FP RNA substrate dephosphorylation. inhibition, % at 5 µM. 0.81% of 300,000 active. AID 1962, 2009;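 active means inhibition above the mean of all tested compounds plus 3 SD, set per screening campaign, cut at about 24% in these data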;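 further: plate controls were DMSO alone for no effect and ferristatin control at 100 nM for full effect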
Numbers without * were called inactive. These rows are one share of the data. The share of hits here may be higher or lower than overall.

For NS(=O)(=O)c1ccc(CCNC(=O)NC2CCCCC2)cc1 the results were EBNA-1 inh 1, PP1 counter -5, ZTA DNA inh 3, PP5 primary 0.7, PREPL inh -5, core dimer inh 0, Efflux pump inh 0.1, CTSL1 counter -3 and TPT1 inh 3.
For Cn1ccnc1C(O)c1ccco1 (centres undefined) the results were EBNA-1 inh -1, PP1 counter -4, ZTA DNA inh 4, PP5 primary 1.1, PREPL inh 2, core dimer inh 1, Efflux pump inh 0.2, CTSL1 counter -2 and TPT1 inh -3.
For COc1cc(NC(=O)CSc2nc3cc(C)ccc3cc2C)c(C(=O)O)cc1OC the results were EBNA-1 inh 6, PP1 counter 6, ZTA DNA inh 1, PP5 primary 1.1, PREPL inh 6, core dimer inh -3, Efflux pump inh 3.1, CTSL1 counter -1 and TPT1 inh -4.
`COc1ccc(OCC(=O)N/N=C\c2ccco2)cc1` gave EBNA-1 inh -3, PP1 counter -4, ZTA DNA inh 14, PP5 primary -0.1, PREPL inh -1, core dimer inh -2, Efflux pump inh -0.1, CTSL1 counter -1 and TPT1 inh -1.
`O=C(Nc1cccc(F)c1)c1ccc(S(=O)(=O)N2CCOCC2)cc1` gave EBNA-1 inh -7, PP1 counter 0, ZTA DNA inh -2, PP5 primary -1.2, PREPL inh 6, core dimer inh -11, Efflux pump inh 0.6, CTSL1 counter 3 and TPT1 inh 2.
For CC(C)c1nc(SCC(=O)c2ccc(F)cc2)c2ccccc2n1 the results were EBNA-1 inh -3, PP1 counter -2, ZTA DNA inh -10, PP5 primary 4.1, PREPL inh -3, core dimer inh 8, Efflux pump inh 0.0, CTSL1 counter 0 and TPT1 inh -5.
Cc1ccc(NC(=O)CNC(=O)c2ccc(C)s2)nc1 was read as EBNA-1 inh -5, PP1 counter 0, ZTA DNA inh 9, PP5 primary 0.5, PREPL inh 2, core dimer inh 1, Efflux pump inh -0.1, CTSL1 counter 5 and TPT1 inh -2.
For O=C(Nc1ccccc1)c1ccc(=O)n(Cc2cccc(Cl)c2)c1 the results were EBNA-1 inh 12, PP1 counter -3, ZTA DNA inh 16, PP5 primary 2.2, PREPL inh -42, core dimer inh 8, Efflux pump inh 0.0, CTSL1 counter 5 and TPT1 inh 0.
Screening Cc1ccc([C@@H]2C3COCC=C3C(C#N)=C(N)C2(C#N)C#N)o1 (some centres undefined) returned EBNA-1 inh 11, PP1 counter -3, ZTA DNA inh 7, PP5 primary -0.6, PREPL inh 16, core dimer inh -1, Efflux pump inh 0.0, CTSL1 counter -2 and TPT1 inh -30.
Screening O=C(NC1CCN(C(=O)Nc2cccc(F)c2)CC1)c1ccco1 returned EBNA-1 inh -21, PP1 counter 10, ZTA DNA inh 5, PP5 primary -5.1, PREPL inh 6, core dimer inh -5, Efflux pump inh 0.0, CTSL1 counter -1 and TPT1 inh -1.
`Cc1cccc(-c2nc3ccccc3c(=O)n2N)c1` gave EBNA-1 inh -1, PP1 counter 6, ZTA DNA inh 6, PP5 primary 1.1, PREPL inh -13, core dimer inh 4, Efflux pump inh -0.2, CTSL1 counter 1 and TPT1 inh 0.
Screening O=C(NCC(c1ccco1)N1CCN(c2ccccc2)CC1)C(=O)NC1CCCCC1 (centres undefined) returned EBNA-1 inh 5, PP1 counter 1, ZTA DNA inh 2, PP5 primary -1.4, PREPL inh 0, core dimer inh 0, Efflux pump inh 0.1, CTSL1 counter 4 and TPT1 inh 2.

No new results follow: an excerpt of the list.
Cc1ccc(NC(=O)CNC(=O)c2ccc(C)s2)nc1 was read as EBNA-1 inh -5, PP1 counter 0, ZTA DNA inh 9, PP5 primary 0.5, PREPL inh 2, core dimer inh 1, Efflux pump inh -0.1, CTSL1 counter 5 and TPT1 inh -2.
For O=C(Nc1ccccc1)c1ccc(=O)n(Cc2cccc(Cl)c2)c1 the results were EBNA-1 inh 12, PP1 counter -3, ZTA DNA inh 16, PP5 primary 2.2, PREPL inh -42, core dimer inh 8, Efflux pump inh 0.0, CTSL1 counter 5 and TPT1 inh 0.
Screening Cc1ccc([C@@H]2C3COCC=C3C(C#N)=C(N)C2(C#N)C#N)o1 (some centres undefined) returned EBNA-1 inh 11, PP1 counter -3, ZTA DNA inh 7, PP5 primary -0.6, PREPL inh 16, core dimer inh -1, Efflux pump inh 0.0, CTSL1 counter -2 and TPT1 inh -30.
Screening O=C(NC1CCN(C(=O)Nc2cccc(F)c2)CC1)c1ccco1 returned EBNA-1 inh -21, PP1 counter 10, ZTA DNA inh 5, PP5 primary -5.1, PREPL inh 6, core dimer inh -5, Efflux pump inh 0.0, CTSL1 counter -1 and TPT1 inh -1.

More compounds
CSc1ccccc1C(=O)NC(C)c1ccc(-n2ccnc2)cc1 (centres undefined) was read as EBNA-1 inh -12, PP1 counter -4, ZTA DNA inh -7, PP5 primary 0.7, PREPL inh 21, core dimer inh -2, Efflux pump inh 1.0, CTSL1 counter -5 and TPT1 inh 2.
`CCCCCn1c(CN2CCN(C)CC2)nc2c1c(=O)n(C)c(=O)n2C` gave EBNA-1 inh -7, PP1 counter 2, ZTA DNA inh 8, PP5 primary -0.2, PREPL inh 0, core dimer inh -8, Efflux pump inh 0.2, CTSL1 counter -5 and TPT1 inh -2.
COC(=O)C1(C(=O)OC)NOC2C(=O)N(c3ccccc3)C(=O)C21 (centres undefined) was read as EBNA-1 inh 1, PP1 counter 2, ZTA DNA inh 10, PP5 primary 1.4, PREPL inh 1, core dimer inh -2, Efflux pump inh -0.1, CTSL1 counter 0 and TPT1 inh 3.
For Cn1nc(C(C)(C)C)cc1C(=O)O the results were EBNA-1 inh -1, PP1 counter -2, ZTA DNA inh 8, PP5 primary 2.0, PREPL inh 10, core dimer inh 0, Efflux pump inh 0.1, CTSL1 counter 1 and TPT1 inh 5.
Screening O=c1oc2ccccc2c2oc3cc(O)c(O)cc3c12 returned EBNA-1 inh 8, PP1 counter 0, ZTA DNA inh 12, PP5 primary 3.9, PREPL inh 26, core dimer inh 5, Efflux pump inh -0.2, CTSL1 counter 5 and TPT1 inh -4.
Cc1ccc(CN(C(=O)COc2ccc([N+](=O)[O-])cc2)C2CCS(=O)(=O)C2)o1 (centres undefined) was read as EBNA-1 inh 3, PP1 counter -5, ZTA DNA inh -16, PP5 primary 2.2, PREPL inh 32, core dimer inh 14, Efflux pump inh 0.2, CTSL1 counter -4 and TPT1 inh -1.
Screening COCCCn1c(C(=O)N2CC(C)OC(C)C2)cc2c(=O)n3cccc(C)c3nc21 (centres undefined) returned EBNA-1 inh 0, PP1 counter -3, ZTA DNA inh -17, PP5 primary 0.5, PREPL inh 11, core dimer inh -23, Efflux pump inh -0.1, CTSL1 counter 6 and TPT1 inh -4.
`CCC(C)NC(=O)C1CN(S(=O)(=O)c2ccccc2)CCN1S(=O)(=O)c1ccccc1` (centres undefined) gave EBNA-1 inh 4, PP1 counter 2, ZTA DNA inh -8, PP5 primary 0.9, PREPL inh 19, core dimer inh -1, Efflux pump inh -0.1, CTSL1 counter 0 and TPT1 inh -2.
`Cc1ccc(NC(=O)CCC(=O)c2cc(C)sc2C)nc1` gave EBNA-1 inh 1, PP1 counter 3, ZTA DNA inh -17, PP5 primary 1.9, PREPL inh -8, core dimer inh -2, Efflux pump inh -0.1, CTSL1 counter -2 and TPT1 inh 4.
O=Cc1cc2ccccc2nc1SCc1ccc(Cl)c(Cl)c1 was read as EBNA-1 inh 5, PP1 counter 1, ZTA DNA inh -6, PP5 primary -0.6, PREPL inh 5, core dimer inh 15, Efflux pump inh -0.1, CTSL1 counter -4 and TPT1 inh -4.
For CC1=C(C(=O)OC(C)C)C(c2ccc(Br)s2)NC(=O)N1C (centres undefined) the results were EBNA-1 inh 5, PP1 counter -1, ZTA DNA inh 2, PP5 primary 2.1, PREPL inh 6, core dimer inh 5, Efflux pump inh 0.2, CTSL1 counter 2 and TPT1 inh 2.
Cc1ccc(C)c(S(=O)(=O)Nc2ccc(C(=O)N3CC(C)OC(C)C3)cc2)c1 (centres undefined) was read as PP1 counter 0, ZTA DNA inh -2, PP5 primary 0.2, PREPL inh 9 and Efflux pump inh 0.0.
Screening O=c1c2ccccc2cnn1Cc1n[nH]c(=S)n1-c1ccc(F)c(Cl)c1 returned EBNA-1 inh -8, PP1 counter -2, ZTA DNA inh -5, PP5 primary 0.8, PREPL inh 6, core dimer inh -6, Efflux pump inh 0.1, CTSL1 counter 5 and TPT1 inh 2.
`O=C(COc1ccccc1F)NC1CCN(Cc2ccccc2)CC1` gave EBNA-1 inh 12, PP1 counter 3, ZTA DNA inh 0, PP5 primary 0.8, PREPL inh 0, core dimer inh -1, Efflux pump inh 0.0, CTSL1 counter -1 and TPT1 inh 1.
For CCCc1noc2c1C(c1cc(Br)ccc1F)C(C#N)=C(N)N2 (centres undefined) the results were EBNA-1 inh 7, PP1 counter 0, ZTA DNA inh 1, PP5 primary 4.2, PREPL inh -40, core dimer inh -3, Efflux pump inh 0.2, CTSL1 counter 7 and TPT1 inh -1.
`CCOC(=O)C(C)Sc1nc(N)c(NC(=O)c2ccc(OC)c(OC)c2)c(=O)[nH]1` (centres undefined) gave EBNA-1 inh 13, PP1 counter -1, ZTA DNA inh 0, PP5 primary 0.1, PREPL inh 2, core dimer inh -1, Efflux pump inh -0.1, CTSL1 counter -3 and TPT1 inh 2.
Screening CCOC(=O)C1=C(N)OC2=C(C(=O)CCC2)C1c1cccnc1 (centres undefined) returned EBNA-1 inh 10, PP1 counter 0, ZTA DNA inh 17, PP5 primary -0.4, PREPL inh 2, core dimer inh -6, Efflux pump inh -0.1, CTSL1 counter -4 and TPT1 inh -8.
`COc1cccc(N2CCN(C(=O)CN(c3ccc(C)cc3)S(=O)(=O)c3c(C)n[nH]c3C)CC2)c1` gave EBNA-1 inh -7, PP1 counter -1, ZTA DNA inh -4, PP5 primary 2.5, PREPL inh 12, core dimer inh 10, Efflux pump inh -0.1, CTSL1 counter -4 and TPT1 inh -3.
Screening Cc1ccccc1CS(=O)(=O)CC(O)CN1CCCC1=O (centres undefined) returned EBNA-1 inh -11, PP1 counter -1, ZTA DNA inh 0, PP5 primary 2.4, PREPL inh -5, core dimer inh 3, Efflux pump inh -0.2, CTSL1 counter 0 and TPT1 inh 0.

Screening results as filed in PubChem BioAssay.
